tuberculosis growth = growth inhibition of non-replicating M. tuberculosis (AID 488890); one-dose inhibition, % at 25 µM; IC50 in µM for titrated hits; Mycobacterium tuberculosis non-replicating, growth inhibition; higher % means a stronger effect; hit rate 0.39% among 320,000; in the data active = a potency from the dose series; inconclusive = inhibition mostly from about 82% at the one dose, without a potency; inactive = the rest, 99 in 100 with inhibition below about 76%;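 note: plate controls were DMSO cells for no effect and high antibiotic wells for full effect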
PhoP GFP inhibition = PhoP regulon inhibitors, Salmonella typhi PhoP promoter GFP reporter, confirmatory (AID 1850); Salmonella Typhi PhoP-promoter GFP reporter, fluorescence, 4 h; higher % means a stronger effect; inhibition, % at 50 µM; hits with a dose series show IC50 in µM; hit rate 0.33% among 310,000; in the data active = a potency from the dose series; inconclusive = inhibition mostly from about 25% at the one dose, without a potency; inactive = the rest, 99 in 100 with inhibition below about 19%;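 note: 0% = induced wells with vehicle and 100% = uninduced wells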
inhibitors of VEEV = inhibitors of VEEV TC-83 cytopathic effect, confirmation, Vero cells (AID 588727) | hit rate 0.13% among 350,000 | inhibition, % at 20 µM; hits with a dose series show IC50 in µM | Vero cells, VEEV TC-83 cytopathic effect inhibition; higher % means a stronger effect; in the data active = a potency from the dose series; inconclusive = inhibition mostly from about 14% at the one dose, without a potency; inactive = the rest, 99 in 100 with inhibition below about 12%; note: strong numbers were not always called active
influenza NS1A = NS1A inhibition, H1N1 influenza, cell based functional assay (AID 504329). NS1A functional cell-based assay, percent inhibition; higher % means a stronger effect. inhibition, % at 12.5 µM; hits with a dose series show IC50 in µM. hit rate 0.3% among 340,000; in the data active = a potency from the dose series; inconclusive = inhibition above about 27% without an active follow-up result; note: strong numbers were not always called active
H37Rv inhibition = M. tuberculosis growth inhibition, HTS (AID 449762); M. tuberculosis H37Rv growth inhibition, 7H9 media; higher % means a stronger effect; inhibition, % at 25 µM; hits with a dose series show IC50 in µM; hit rate 0.59% among 330,000; in the data active = a potency from the dose series; inconclusive = inhibition above about 70% without an active follow-up result;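 note: bacterial growth assessed after seven days of incubation; strong numbers were not always called active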
inhibitors of VEEV 10K pilot screen = further read-out of inhibitors of VEEV, marked with its call; inhibition, %; measured here: 10K pilot screen inhibition
* = called active by the depositor; i = inactive; ? = inconclusive; · = no result given.

SMILES	tuberculosis growth	PhoP GFP inhibition	inhibitors of VEEV	influenza NS1A	H37Rv inhibition	others
O=C(c1ccc(NC2=NC3CS(=O)(=O)CC3S2)cc1)N1CCN(c2ccccc2F)CC1 (stereo not drawn)	19%	-8%	0.6%	31%	-4%	inhibitors of VEEV 10K pilot screen=0.7
COc1ccccc1[C@@H]1C(c2cccc(Cl)c2)=NN(c2ccc(Br)cc2)[C@H]1C(=O)N1CCOC1=O	-6%	6%	1.2%	-10%	4%
Clc1ccc2c(c1)C(C1=NCCN1)c1ccccc1CS2 (stereo not drawn)	0%	7%	i	7%	-5%
Cc1cccc(NC(=S)Nc2ccc(N3CCOCC3)cc2)c1C	67%	-4%	i	4%	-7%
O=C(NC1CCCN(Cc2ccccc2F)C1)c1cccs1 (stereo not drawn)	17%	-8%	1.9%	0%	6%
CN(c1ccccc1C(=O)NCC1CCCO1)S(C)(=O)=O (stereo not drawn)	-12%	-3%	1.5%	13%	-4%
COc1ccc(NC(=O)Cn2nnc(-c3ccccc3NC(=O)c3ccco3)n2)cc1	-11%	-7%	2.6%	-15%	-16%
CC(CC(=O)Nc1cccc(S(=O)(=O)N2CCCCC2)c1)c1ccccc1 (stereo not drawn)	64%	·	i	-6%	7%
Cc1ccc(Nc2ncccc2C(=O)O)cc1C	7%	-1%	0.8%	1%	0%
CCOC(=O)C1CCCN(c2c(NCCN(CC)c3ccccc3)c(=O)c2=O)C1 (stereo not drawn)	·	4%	0.1%	9%	-14%
CCN(CC)CCNc1nc2cc(OC)c(OC)cc2c2nc(-c3ccccc3)nn12	?	-5%	i	>100µM*	?
C=CCC[C@H](Cc1ccc(F)cc1)C(=O)OC[C@@H]1CCCN1C(=O)[C@@H](CC=C)CC(=O)NCCO	1%	·	0.1%	-4%	-1%
COc1cc(C(=O)NCC(c2ccco2)N2CCCC2)ccc1OCc1ccccc1 (stereo not drawn)	8%	·	5.6%	-4%	-16%
CNCC(=O)Nc1ccc(OC(F)(F)F)cc1	-4%	-28%	0.7%	-8%	8%
O=S(=O)(c1cccc(Br)c1)N1CCN(c2ncnc3scc(-c4ccccc4)c23)CC1	·	·	5.5%	-4%	·
CCc1ccc(-c2cc(C(=O)NN3CCOCC3)c3ccccc3n2)s1	21%	-4%	1.2%	1%	3%
Cn1c(CCN2CCN(c3ccccn3)CC2)nc2cc(NC(=O)COc3ccc([N+](=O)[O-])cc3)ccc21	10%	-13%	0.4%	-2%	3%
CCN(CC)S(=O)(=O)c1ccc(C(=O)NCC(=O)NCCCc2ccccc2)cc1	·	·	1.6%	12%	·
O=C(COC(=O)c1ccc2ncsc2c1)Nc1ccccc1Br	23%	·	0.5%	-4%	40%
Cc1ccc(S(=O)(=O)N2[C@@H](c3ccc(C#N)cc3)C(C(=O)O)=C[C@H]2C(C)(C)C)cc1	11%	·	0.7%	1%	-5%
CCOC(=O)NC(Nc1ccc(C)cn1)(C(F)(F)F)C(F)(F)F	1%	3%	5.9%	-1%	9%
CC(C)(C)[C@H]1COC(=O)[C@H](NC(=O)OCC2c3ccccc3-c3ccccc32)C/C=C\C[C@@H](CC(=O)N(CCO)Cc2ccccc2)C(=O)N1	71%	·	7.8%	9%	17%
CC1(C)CCCC2=C1CC1C(=O)N(O)C(=O)C1C2 (stereo not drawn)	0%	-12%	i	1%	-7%
COCCNC(=O)Nc1ccc2c(c1)N(C)C(=O)CS2	2%	-10%	0.4%	-4%	-4%

The closing 4 compounds of the section above come first, to join the parts.
SMILES	tuberculosis growth	PhoP GFP inhibition	inhibitors of VEEV	influenza NS1A	H37Rv inhibition	others
CCOC(=O)NC(Nc1ccc(C)cn1)(C(F)(F)F)C(F)(F)F	1%	3%	5.9%	-1%	9%
CC(C)(C)[C@H]1COC(=O)[C@H](NC(=O)OCC2c3ccccc3-c3ccccc32)C/C=C\C[C@@H](CC(=O)N(CCO)Cc2ccccc2)C(=O)N1	71%	·	7.8%	9%	17%
CC1(C)CCCC2=C1CC1C(=O)N(O)C(=O)C1C2 (stereo not drawn)	0%	-12%	i	1%	-7%
COCCNC(=O)Nc1ccc2c(c1)N(C)C(=O)CS2	2%	-10%	0.4%	-4%	-4%
CC(=O)C[C@@H](O)CC(=O)[C@H]1OC(=O)CCCCCCc2ccccc21	-10%	·	i	0%	-4%	inhibitors of VEEV 10K pilot screen=1.4
Cc1cc(C(=O)N/N=C/C=C/c2ccc3c(c2)OCO3)n[nH]1	37%	2%	1.0%	12%	-9%
O=C(COC(=O)/C=C/c1cccs1)Nc1nc(-c2cccc(Br)c2)cs1	18%	-7%	6.1%	2%	-5%
O=C(Cc1c(Cl)cccc1Cl)N1CCN(Cc2ccccc2)CC1	9%	6%	i	4%	7%
CN(C)/C=C(\C#N)C(N)=C(C#N)C#N	-12%	2%	2.2%	·	2%
O=C(CCCOc1ccccc1)Nc1cccc(C(=O)O)c1	-7%	-2%	0.9%	-4%	-3%
CCCCC(=O)Nc1cccc(NC(=O)c2ccc(Br)cc2)c1	9%	2%	2.5%	4%	-7%
Cc1c(NC(=O)C(C)OC(=O)COc2cccc3c2OC(C)(C)C3)c(=O)n(-c2ccccc2)n1C (stereo not drawn)	-7%	-7%	i	4%	-14%
Cc1onc(-c2ccccc2Cl)c1C(=O)NCC(=O)O	19%	7%	2.3%	-4%	2%
O=C(COC(=O)/C=C/c1cccs1)Nc1ccc(F)cc1	50%	·	i	-5%	7%
CC(C)(C)OC(=O)N1CCC(NC(=O)c2nc[nH]c2C(=O)N2CCN(c3ccccc3)CC2)CC1	59%	·	8.9%	-18%	1%
CC[C@@H](C)[C@H](NC(=O)Cc1c(C)c2cc3c(C)coc3c(C)c2oc1=O)C(=O)O	-11%	-1%	0.2%	-1%	-2%
C=CCNC(=O)NS(=O)(=O)c1ccc(C)cc1	-12%	4%	0.8%	11%	-7%
Cc1cc2oc(=O)cc(Cn3ncc(Cl)c(Cl)c3=O)c2cc1Cl	60%	-4%	12%	0%	?
CCc1nnc(NC(=O)COc2ccc3c(c2)OCO3)s1	5%	4%	0.7%	5%	3%
O=C(NNC(=O)c1ccc([N+](=O)[O-])cc1)c1ccc(Br)cc1	-11%	2%	3.2%	2%	4%
Cc1ccc(-c2nc3cnccn3c2Nc2ccc3c(c2)OCO3)o1	58%	6%	0.4%	7%	2%	inhibitors of VEEV 10K pilot screen=0.9
Cc1ccc(C(C)C)c(OCC(O)CN2CCOCC2)c1 (stereo not drawn)	3%	2%	0.4%	-13%	-4%
CCOC(=O)C1(CC2CC2)CCN(S(=O)(=O)/C=C/c2ccccc2)CC1	11%	-6%	0.8%	-8%	0%
O=C(N/C(=C/C=C/c1ccccc1)C(=O)N1CCOCC1)c1ccccc1Cl	-10%	-4%	i	-12%	-4%
O=C(c1ccco1)N1CCN(C(=O)C2CCCN(S(=O)(=O)c3cccc4nsnc34)C2)CC1 (stereo not drawn)	-9%	-5%	i	0%	4%
Cc1cc(C)n(S(=O)(=O)c2cc(C(=O)O)c(Cl)cc2Cl)n1	-1%	-2%	1.3%	-6%	0%
CCCn1c(C(=O)c2ccccc2)nc2ccccc21	2%	2%	0.8%	-4%	2%
CCc1ccc(NC(=O)CSc2nc(NS(=O)(=O)c3ccccc3)cc(=O)[nH]2)cc1	·	·	6.9%	4%	·
O=C(Nc1ccc(C(F)(F)F)cc1Cl)c1ccc(Cn2cc(Br)cn2)o1	47%	10%	i	-3%	-1%
CCN(CC)C(=O)c1csc(Nc2cccc3ccccc23)n1	15%	-1%	1.4%	0%	-1%
CC(NC(=O)c1ccccc1)C(=O)N/N=C/c1ccccc1 (stereo not drawn)	-2%	-20%	2.2%	-13%	5%
O=c1cc(O)c2sc(Nc3ccc(Cl)c(F)c3)nc2[nH]1	-10%	4%	2.6%	19%	-1%
Cc1cc(OCc2cc(C(=O)N(C)Cc3nonc3C)no2)cc(C)c1Cl	33%	6%	5.3%	-5%	32%
O=C(NCc1cccs1)C1CCN(S(=O)(=O)c2cccs2)CC1	1%	-1%	1.4%	-7%	-5%
COCCNC(=S)N1CCN(c2cccc(C(F)(F)F)c2)CC1	15%	-4%	i	-1%	-1%
CCn1cc(CN2CCCC(CNC(=O)COc3ccccc3OC)C2)c(C)n1 (stereo not drawn)	-7%	-9%	0.5%	0%	0%
CC[C@]12c3[nH]c4ccc(Cl)cc4c3CCN1C(=O)[C@@H](CC(=O)NCc1ccc(OC)c(OC)c1)C[C@@H]2C(=O)N1CCN(C(=O)c2ccco2)CC1	·	·	i	-5%	·
N#Cc1ccsc1NC(=O)CSc1ncn[nH]1	3%	-6%	i	-6%	-3%
C/C(=N\NC(=S)NCCc1ccccc1)c1ccc(Cl)cc1	?	5%	1.0%	10%	-10%
CCOc1ccc(NC2OCC(O)C(O)C2O)c([N+](=O)[O-])c1 (stereo not drawn)	4%	7%	1.3%	0%	-2%
COC(=O)C1=C(c2cccc(OC)c2OC)C[C@@H]2CC[C@H]1N2C(=O)NCc1cccc2ccccc12	40%	-8%	0.3%	-1%	10%
Cc1ccc(NC(=O)CS(=O)CC(=O)N(c2ccccc2F)C(C)C(=O)NC2CCCC2)cc1 (stereo not drawn)	-21%	6%	i	3%	-6%
O=C(O)c1ccc(N2CCc3ccccc32)c([N+](=O)[O-])c1	-3%	-8%	i	5%	-4%
COc1ccc([C@H]2/C=C\CN(Cc3ccc(N(C)C)cc3)[C@@H](C)C(=O)N2Cc2ccc(F)cc2)cc1	67%	-30%	1.0%	1%	6%
Cc1cccc(C)c1OCC(O)CN1CCC(CN2C(=O)c3cccc4cccc(c34)C2=O)CC1 (stereo not drawn)	-3%	-4%	6.1%	8%	100%
CCN1C(=O)/C(=C2\C=Cc3ccccc3N2CC)SC1=S	16%	-2%	2.8%	4.2µM*	34%
O=S(=O)(NCC(c1ccco1)N1CCOCC1)c1ccc(Cl)cc1 (stereo not drawn)	-2%	-2%	0.2%	-6%	-1%
CN(Cc1ccccc1)C(=O)c1[nH]cnc1C(=O)Nc1ccccc1	38%	·	i	-4%	24%	inhibitors of VEEV 10K pilot screen=5.2
CN1/C(=C\C(=O)CSc2nncn2C)C(C)(C)c2ccccc21	-16%	-3%	i	-8%	1%
COc1cc2c(C(=O)O)c(C)n(-c3ccccc3)c2c2ccccc12	8%	3%	1.2%	12%	-3%
CSc1ccc(/C=C/C(=O)Nc2ccccc2)cc1	?	5%	i	-2%	11%
COc1cc(NC(=O)CCc2c(C)[nH]c(=O)c(C#N)c2C)cc(OC)c1	-7%	12%	1.5%	2%	6%
Cc1csc(SCC(=O)Nc2ccccc2C)n1	21%	·	0.4%	0%	-4%
COc1ccccc1NC(=O)c1cc(C(=O)Nc2ccccc2OC)cc([N+](=O)[O-])c1	-6%	-2%	i	-3%	1%
Cc1ccccc1OCCSc1nnc(-c2ccncc2)n1C	9%	-9%	1.0%	9%	-13%
S=C(NCCN1CCOCC1)N/N=C/c1ccccc1	-19%	-8%	i	4%	-4%
Cc1cc(NC(=O)Nc2cc(C)nn2-c2ccccc2)n(-c2ccccc2)n1	1%	6%	i	-3%	-15%
CCOC(=O)C1(CCOc2ccccc2)CCN(Cc2ccc(OC)c(COC)c2)CC1	37%	-4%	i	2%	12%
COc1ccc(C(=O)Nc2nc(C)cc(C)n2)cc1	6%	-4%	i	-4%	2%
O=[N+]([O-])c1ccccc1CN1CCN(Cc2c[nH]c3ccccc23)CC1	7%	6%	·	·	-4%
Cc1ccc(S(=O)(=O)N2CCOCC2)cc1C(=O)OCc1nnc(-c2ccccc2)o1	7%	-2%	11%	3%	-5%
CCC(SC1=N/C(=C/c2ccccc2)C(=O)N1c1ccccc1)C(=O)Nc1cc(C)on1 (stereo not drawn)	-9%	-7%	6.7%	3%	4%
COc1cc2c(cc1OC)C(c1ccc(C(F)(F)F)cc1)CC(=O)N2 (stereo not drawn)	11%	18%	0.3%	-26%	-2%
OC1(C2(O)CC(c3ccccc3)ON2)CCCCC1 (stereo not drawn)	69%	0%	8.9%	23%	6%
Cc1noc(C)c1S(=O)(=O)N1CCC(C(=O)O)CC1	-20%	·	4.8%	-5%	-8%

Random excerpt: two compounds from above, in no set order.
SMILES	tuberculosis growth	PhoP GFP inhibition	inhibitors of VEEV	influenza NS1A	H37Rv inhibition	others
Cc1noc(C)c1S(=O)(=O)N1CCC(C(=O)O)CC1	-20%	·	4.8%	-5%	-8%
COc1ccccc1NC(=O)c1cc(C(=O)Nc2ccccc2OC)cc([N+](=O)[O-])c1	-6%	-2%	i	-3%	1%
